Bioassay records deposited in PubChem BioAssay by several laboratories.
EBNA-1 inhibitor: blocks EBNA-1 binding to DNA. inhibition, % at 14.8 µM. EBNA-1 DNA binding, fluorescence polarization. 0.34% of 300,000 active; in the data active means inhibition above about 28%
BCLXL inh: inhibitors of human Bcl-xL; GST-Bcl-xL / FITC-Bim BH3 peptide fluorescence polarization; inhibition, % at 10.9 µM; 0.7% of 320,000 active;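 active means inhibition above the mean of all tested compounds plus 3 SD, cutoff set per campaign, cut at about 30% in these data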;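 further: 0% = DMSO wells and 100% = unlabeled Bim-BH3 peptide competitor; inhibitors lower millipolarization by displacing the labeled peptide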
Target sequence (Q07817 whole entry, looked up): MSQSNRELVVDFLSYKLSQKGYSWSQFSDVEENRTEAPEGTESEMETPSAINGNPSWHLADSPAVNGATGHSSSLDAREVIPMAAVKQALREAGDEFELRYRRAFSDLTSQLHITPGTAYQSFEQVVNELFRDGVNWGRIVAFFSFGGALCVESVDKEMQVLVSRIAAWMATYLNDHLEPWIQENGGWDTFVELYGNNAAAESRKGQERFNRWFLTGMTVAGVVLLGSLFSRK
ZTA counter: counter-screen for EBNA-1 inhibitors: inhibitors of Epstein-Barr virus ZTA; P03206; ZTA-DNA binding, fluorescence polarization; inhibition, % at 11 µM; 0.15% of 320,000 active; AID 2234; in the data active means inhibition above about 33%
GLD-1 TGE inh: GLD-1-TGE RNA interaction inhibition (C. elegans); Q17339; purified GLD-1 + fluorescein TGE RNA, fluorescence polarization; inhibition, % at 5.96 µM; 0.44% of 320,000 active; AID 2280;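 active means percent inhibition above a per-plate cutoff, the plate mean of test compounds plus 3 SD, cut at about 30% in these data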;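 further: 0% = DMSO wells with GLD-1 and probe and 100% = wells lacking GLD-1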
Fam108B counter: Fam108B inhibition, counter-screen for RBBP9 inhibitors. recombinant Fam108B, FP-Rh probe fluorescence polarization. inhibition, % at 9.51 µM. 0.33% of 300,000 active;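 active means inhibition above the screen mean inhibition plus 3 SD, computed separately per campaign, cut at about 18% in these data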;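 further: inhibitors lower polarization as less probe binds the enzyme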
MCL1 BIM primary: disrupts human MCL1 binding to BIM-BH3 peptide. Q07820. GST-MCL1 / FITC-Bim-BH3 fluorescence polarization. 0.68% of 320,000 active. inhibition, % at 10.9 µM;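 active means inhibition above the mean inhibition of all tested compounds plus 3 SD, set per campaign, cut at about 40% in these data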;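 further: 0% = DMSO wells and 100% = unlabeled Bim-BH3 peptide control; higher means more loss of mP so more displacement of Bim peptide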
Target sequence (Q07820 whole entry, looked up): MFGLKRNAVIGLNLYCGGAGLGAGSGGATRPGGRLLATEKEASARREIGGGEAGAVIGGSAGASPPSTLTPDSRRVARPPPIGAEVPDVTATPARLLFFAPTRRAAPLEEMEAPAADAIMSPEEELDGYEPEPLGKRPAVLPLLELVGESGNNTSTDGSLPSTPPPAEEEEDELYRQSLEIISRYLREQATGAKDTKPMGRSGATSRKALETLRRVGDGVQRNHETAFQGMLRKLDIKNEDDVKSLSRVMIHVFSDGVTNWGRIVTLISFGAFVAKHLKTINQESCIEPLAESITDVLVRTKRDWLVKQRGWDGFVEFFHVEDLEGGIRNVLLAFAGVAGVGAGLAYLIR
Efflux pump inh: blocks antifungal efflux pumps in multiplex yeast assay. 0.44% of 330,000 active. inhibition, % at 10 µM. S. cerevisiae Candida pump triplex, Nile Red efflux;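 active means plate passing quality check with inhibition over a set limit, or well fluorescence over plate mean plus 4 SD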;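 further: Nile Red retained in pooled yeast measured as flow cytometry median fluorescence; 0% = buffer negative control and 100% = Enniatin B positive control; higher means more Nile Red kept so more efflux inhibition; some compounds called inactive have numbers as strong as hits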
CR mimetic SO: yeast age-related superoxide inhibition as caloric restriction mimetic; S. cerevisiae aged cells, superoxide DHE fluorescence; hits give low values; superoxide response (% of plate mean), % at 10 µM; 0.18% of 330,000 active;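 active means superoxide response under a set limit, about three screen SD below normal, cut at about 65% in these data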;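 further: yeast aged for seven days with compound at 30 °C before DHE staining; 100% = average MFI of all compound-treated wells on the plate with controls excluded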
MEX-5 binding: C. elegans MEX-5 TCR-2 RNA binding activity; MEX-5/FITC-TCR2 RNA binding, fluorescence polarization; hits give low values; 0.38% of 300,000 active; activity score (negative = inhibition of binding), % at 10 µM; AID 1832;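 active means inhibition past about -25% in most replicates, and total fluorescence under double the plate's negative control median, limit read from the data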;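 further: 0% = DMSO and -100% = 5 µM competing unlabeled TCR2 RNA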
Target sequence (Q9XUB2 whole entry, looked up): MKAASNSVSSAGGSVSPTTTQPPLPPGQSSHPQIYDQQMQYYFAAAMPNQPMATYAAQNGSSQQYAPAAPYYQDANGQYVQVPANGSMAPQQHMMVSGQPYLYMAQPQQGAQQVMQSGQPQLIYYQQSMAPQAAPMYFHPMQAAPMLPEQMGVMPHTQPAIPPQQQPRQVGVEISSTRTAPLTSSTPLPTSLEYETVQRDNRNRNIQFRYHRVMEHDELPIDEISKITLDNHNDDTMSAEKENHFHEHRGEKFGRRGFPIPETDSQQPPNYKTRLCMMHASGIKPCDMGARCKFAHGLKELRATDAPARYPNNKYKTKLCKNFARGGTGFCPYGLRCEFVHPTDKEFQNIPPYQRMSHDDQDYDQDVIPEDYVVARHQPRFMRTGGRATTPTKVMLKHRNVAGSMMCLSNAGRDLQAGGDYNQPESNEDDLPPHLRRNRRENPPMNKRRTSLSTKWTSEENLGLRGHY
* marks the source's active call; other numbers are inactive results; i = inactive; nt = no result given.

SMILES | EBNA-1 inhibitor | BCLXL inh | ZTA counter | GLD-1 TGE inh | Fam108B counter | MCL1 BIM primary | Efflux pump inh | CR mimetic SO | MEX-5 binding
COc1cc(C(=O)OCC(=O)N2CCCC2)cc2c1OCCO2 | nt | -1 | 7 | 4 | nt | 1 | -0.1 | 90 | nt
O=C(CN1C(=O)c2ccccc2C1=O)N1CCN(c2nnc(-c3ccccc3)c3ccccc23)CC1 | 12 | 5 | 9 | 3 | 4 | 4 | -0.1 | 99 | 0.5
CCOC(=O)C(C(=O)Nc1nc2ccccc2s1)C1CCCCC1 (centres undefined) | -7 | -2 | -7 | 0 | -1 | 3 | 0.0 | 98 | 0.1
COc1ccc(-c2csc(NC(=O)CSc3ccc(Br)cc3)n2)c(OC)c1 | 6 | -1 | 8 | -7 | 14 | 4 | 0.1 | 89 | 1.0
COc1ccc2nc(NC(=O)c3cccc(N4C(=O)CCC4=O)c3)sc2c1 | nt | 5 | -2 | 0 | nt | -1 | -0.2 | 93 | nt
COc1ccccc1N1CCN(C(=O)C2CCCN(S(=O)(=O)c3ccc4c(c3)oc(=O)n4C)C2)CC1 (centres undefined) | -1 | 2 | -10 | 1 | 3 | 1 | -0.4 | 91 | 2.8
COc1cc(OC)cc(C(=O)Nc2cccc(NC(=O)c3cc(OC)cc(OC)c3)n2)c1 | -2 | 0 | -10 | 0 | -9 | -74 | 0.0 | 101 | 0.9
COC(=O)c1[nH]c2ccc(C)cc2c1NC(=O)C(C)N1CCN(C2CCCCC2)CC1 (centres undefined) | 8 | -14 | 14 | 1 | 0 | -21 | 0.0 | 93 | 2.6
CNc1ccc(Cl)cc1C(N)=O | -3 | 6 | -6 | -7 | 3 | 8 | 0.0 | 106 | -1.1
CS(=O)(=O)/C(C#N)=C/c1c(-c2ccccc2)nc2n1CCS2 | 6 | 4 | 6 | -1 | 1 | 0 | -0.2 | i | -2.9
Cc1ccc(C(C)C)c(OCC(=O)Nc2ccc3c(c2)nc(CN2CCCC2)n3C)c1 | 4 | 7 | -5 | 1 | -1 | 13 | -0.2 | 95 | 1.5
O=C(Nc1cccc(C(F)(F)F)c1)c1cncs1 | -10 | 5 | -5 | 1 | 0 | 5 | -0.1 | 108 | -0.8
CCc1ccc(CN2CCCC(CNC(=O)c3cccc(OC)c3OC)C2)cc1 (centres undefined) | -12 | -1 | -16 | 0 | -5 | -1 | 0.1 | 114 | 1.0
CSc1ncc(CN2CCCC(C(=O)c3ccc(C(C)(C)C)cc3)C2)cn1 (centres undefined) | 3 | 1 | -1 | -1 | -2 | 4 | 0.0 | 118 | -1.1
Cc1ccc(NC(=O)CCC(=O)OCC(=O)c2ccc(Oc3ccc([N+](=O)[O-])cc3)cc2)c(C)c1 | 5 | 2 | 2 | 5 | 0 | 5 | -0.1 | 95 | 1.5
N/C(=N\OC(=O)CC1CCCCC1)c1ccc(Cl)cc1 | 5 | 2 | 24 | 4 | 0 | 2 | 0.0 | 98 | -0.1
Cc1cc(CNC(=O)Cc2ccccc2)c2ccccc2n1 | 14 | 1 | -2 | -2 | -4 | 0 | 0.0 | 99 | 0.2
COc1cc(C(=O)NCCC(=O)NCCCN2CCCCC2C)cc(OC)c1OC (centres undefined) | 9 | 5 | 24 | 7 | -1 | 9 | -0.6 | 62* | -7.2
C=CCn1c(SCC(=O)NC2CCCc3ccccc32)nnc1-c1ccncc1 (centres undefined) | 1 | -3 | -4 | 4 | -4 | -1 | 0.3 | 95 | 3.0
O=C(c1ccc2c(c1)OCO2)N1CCN(c2ccccn2)CC1 | -3 | 0 | 5 | -2 | 0 | -7 | 0.2 | 91 | 1.5
CCC1=NC(c2ccc(OC)cc2)N(O)C1(C)C (centres undefined) | -5 | -1 | -3 | -2 | -5 | -4 | 0.0 | 99 | -0.4
COc1ccc(CNS(=O)(=O)NCc2ccc(C)cc2)cc1 | 56* | 1 | 7 | -1 | -5 | 2 | 0.0 | 100 | 5.4
CC(=O)Nc1ccc(S(=O)(=O)N2CCCN(S(=O)(=O)c3ccc(NC(C)=O)cc3)CC2)cc1 | 4 | 2 | 8 | 2 | -3 | 8 | 0.1 | 109 | -0.9
COc1nc(OC)nc(Oc2ccc(Cl)cc2[N+](=O)[O-])n1 | 20 | -2 | -1 | 4 | -1 | 2 | 0.1 | 116 | -0.4
Cc1csc2nc(O)c(C(=O)NCCC3=CCCCC3)c(=O)n12 | -13 | 2 | -2 | 0 | 1 | 5 | 0.2 | 88 | -0.5
Following part:
SMILES | EBNA-1 inhibitor | BCLXL inh | ZTA counter | GLD-1 TGE inh | Fam108B counter | MCL1 BIM primary | Efflux pump inh | CR mimetic SO | MEX-5 binding
Cc1cc2ncc(C(N)=O)cn2n1 | -6 | -29 | 4 | 2 | -2 | -37 | 0.6 | 105 | 6.2
CCc1cccc(CC)c1NC(=O)COC(=O)CC1c2ccccc2CCN1S(=O)(=O)c1ccccc1 (centres undefined) | 7 | 2 | -14 | 9 | -6 | 12 | 0.3 | 96 | -0.3
COC(=O)C1=CNC=C(C(=O)OC)C1c1ccc(Cl)cc1 | -5 | 3 | -9 | 5 | -2 | -1 | 0.0 | 82 | 1.9
CC(OC(=O)CN(C)S(=O)(=O)c1ccc(Cl)cc1)C(=O)Nc1ncc(Cl)cc1Cl (centres undefined) | -9 | 1 | -10 | 2 | 2 | 6 | 1.0 | 100 | 0.6
CCOC(=O)c1ccc(N2C(=O)c3n[nH]c(C)c3C2c2ccc(OC)cc2OC)cc1 (centres undefined) | -2 | 4 | 9 | 7 | -6 | 4 | 0.0 | 98 | 0.1
CCC(C)Cn1c(S(=O)(=O)O)nc2ccccc21 (centres undefined) | 1 | 2 | 11 | 5 | -1 | 2 | -0.2 | 98 | 2.5
O=C(NCc1cccc(C(F)(F)F)c1)c1ccc2c(c1)OCCO2 | -3 | 3 | -1 | 9 | 1 | 1 | 0.0 | 103 | -1.0
CS(=O)(=O)N1CCN(c2ccnc3cc(Cl)ccc23)CC1 | -13 | 1 | 4 | 0 | 0 | 10 | 0.2 | 97 | 0.9
O=C(CN(Cc1cccs1)C(=O)CSc1nnc(COc2ccccc2)o1)NC1CCCCC1 | -8 | -2 | 9 | 1 | -3 | 1 | 0.3 | 104 | -1.0
CCN(CC)C(=S)SCC(=O)c1ccc(F)cc1 | -7 | 8 | -21 | 0 | 3 | 3 | -0.2 | 91 | 0.3
COc1cccc(OC)c1OCC(O)CN1CCN(c2ccc(F)cc2)CC1 (centres undefined) | -5 | -2 | 0 | -1 | 1 | 2 | -0.1 | 99 | 2.1
O=C(COc1ccccc1F)NNC(=O)c1ccc(N2CCCCC2)c([N+](=O)[O-])c1 | 0 | 4 | -13 | 1 | -1 | -5 | 0.1 | 99 | -2.0
CCC(=O)Nc1nc(=S)ss1 | -5 | 8 | -1 | 8 | -2 | 7 | -0.1 | 115 | -8.1
O=C(NCCCN1CCN(Cc2ccccc2)CC1)c1nnc(Cc2c(F)cccc2Cl)o1 | 9 | 4 | -6 | -4 | 1 | 5 | 0.1 | 104 | 2.4
CCOC(=O)c1c(S(=O)(=O)NCC(=O)Nc2cc(C)ccc2OC)c(C)n(C)c1C | -7 | 10 | -6 | 0 | 1 | 7 | 0.1 | 102 | 4.9
COc1ccc(-c2ncc(CN3CCC(CO)(Cc4cccc(OC)c4)CC3)cn2)cc1 | -17 | 3 | -7 | 3 | 3 | -1 | -0.1 | 101 | 0.0
Cc1ccc(S(=O)(=O)NC(C)C(=O)N2CCOCCOCCOCCOCC2)cc1 (centres undefined) | 8 | 7 | -3 | 6 | -3 | 0 | -0.2 | 101 | 1.2
O=C(Cn1c(=O)n(Cc2ccco2)c(=O)c2ccccc21)NCC1CCCO1 (centres undefined) | -5 | 4 | 1 | -8 | 0 | -1 | 0.1 | 95 | 0.5
CC(OC(=O)CN1C(=O)NC(C)(C)C1=O)C(=O)c1ccccc1 (centres undefined) | 7 | 2 | -1 | 4 | 0 | 3 | 0.0 | 83 | -3.0
CCOC(=O)C1CCN(c2c(NCc3ccc(C(=O)Nc4ccc(C)cc4)cc3)c(=O)c2=O)CC1 | 2 | 4 | -8 | 0 | -4 | 5 | 0.0 | 103 | 0.2
Cc1ccc(NC(=O)Cn2c(O)c(N=NC(=O)c3cc([N+](=O)[O-])ccc3O)c3ccccc32)cc1 | 0 | 2 | 5 | 4 | -5 | 6 | 0.1 | 121 | -1.3
COc1ccc(-c2c(O)c(C#N)c(-c3ccccc3)n(-c3ccc(OC)cc3)c2=O)cc1 | 9 | -2 | 6 | -4 | -1 | -12 | 0.1 | 95 | -2.2
O=C(CSc1nnc(Cc2ccccc2)n1-c1ccccc1)NNC(=O)Cc1ccccc1 | 2 | -4 | -8 | -3 | 0 | 1 | -0.1 | 75 | -1.4
COc1ccc(F)cc1S(=O)(=O)N1CC(C)CC(C)C1 (centres undefined) | 0 | -2 | 7 | 0 | 4 | 0 | 0.1 | 108 | -0.4
CCCCc1nnc(SCCSc2nnc(CCCC)n2N)n1N | 6 | 2 | 19 | 8 | 4 | 7 | 0.0 | 95 | -0.6

EBNA-1 inhibitor, hit marks shown above.
SMILES | EBNA-1 inhibitor | BCLXL inh | GLD-1 TGE inh | MCL1 BIM primary | Efflux pump inh | MEX-5 binding
COc1ccc(CNS(=O)(=O)NCc2ccc(C)cc2)cc1 | 56* | 1 | -1 | 2 | 0.0 | 5.4

(list continues)
SMILES | EBNA-1 inhibitor | BCLXL inh | ZTA counter | GLD-1 TGE inh | Fam108B counter | MCL1 BIM primary | Efflux pump inh | CR mimetic SO | MEX-5 binding
CCn1c(=O)n(-c2ccc(Cl)cc2)c(=O)c2c3c(sc21)COC(C)(C)C3 | 5 | -1 | -10 | 0 | -1 | -2 | -0.1 | 92 | -0.7
Oc1ccc(/C=N/N(Cc2ccccc2)c2ccccc2)cc1 | 4 | 6 | -13 | 4 | 10 | 4 | 0.2 | 85 | 0.1
C[C@@H]1CC2OC(=O)[C@@]3(C)C(=O)CC[C@@](C)(C23)[C@@]1(O)CCc1ccoc1 (some centres undefined) | 12 | 3 | 7 | -3 | -4 | -3 | 0.0 | 91 | -0.6
Cn1c(=O)c2c(nc(NCCNC(=O)c3ccco3)n2Cc2ccc(Cl)cc2Cl)n(C)c1=O | -8 | 6 | -4 | 7 | 4 | 11 | 0.1 | 103 | 3.0
CCN1C(=O)[C@H]2[C@@H](c3ccc(C)cc3)N3C(=O)N(c4cccc(F)c4)C(=O)[C@@]3(CC)[C@H]2C1=O | 11 | 5 | 5 | -4 | 4 | 8 | -0.1 | 103 | -2.6
Cc1nc2nc(-c3ccco3)[nH]n2c(=O)c1Cc1ccccc1 | -2 | 3 | -15 | -6 | 1 | 1 | -0.1 | 105 | -5.0
CCOc1ccc(NS(=O)(=O)c2cc3c4c(c2)CCN4C(=O)CC3)cc1 | 3 | 11 | 9 | 7 | -3 | 7 | -0.1 | 102 | -0.8
Cc1cccc(Nc2cc(=O)[nH]c(=O)[nH]2)c1 | 0 | 3 | -5 | 7 | -3 | 5 | 6.5* | 87 | -1.8
O=C(COC(=O)C1CC2CCCC(C1)C2=O)NC1CCCCC1 (centres undefined) | nt | -3 | -1 | 4 | nt | -2 | -0.1 | 107 | nt
CCOc1ccc2c(c1)c(N=NC(N)=S)c(O)n2C | -2 | 10 | 8 | 3 | -3 | 13 | -0.2 | 106 | -1.2
O=C(NCc1ccc(Cl)cc1)c1ccc(OCC2CCCO2)cc1 (centres undefined) | -4 | 7 | 3 | -5 | -3 | 10 | 0.0 | 117 | -2.5
O=C(Nc1ccc(-c2nc3cc(Cl)ccc3o2)cc1)C1CCCO1 (centres undefined) | -9 | 8 | -4 | 6 | -14 | 7 | 0.0 | 100 | -4.5
